pPAFAH FP inh: pPAFAH (human) enzyme inhibition. Q13093. recombinant pPAFAH, FP-rhodamine probe fluorescence polarization. inhibition, % at 3.39 µM. 1.5% of 330,000 active;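 active = inhibition above the mean inhibition across the screen plus 3 SD, cut at about 25% in these data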;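 note: inhibitors block binding of the rhodamine activity-based probe so polarization drops; 0% = enzyme with DMSO and 100% = wells lacking pPAFAH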
PAFAH1B2 FP inh: blocks human PAF acetylhydrolase 1b catalytic subunit 2 | recombinant PAFAH1B2, FP-rhodamine activity probe, fluorescence polarization | inhibition, % at 3.39 µM | 1.2% of 340,000 active | AID 492953;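 active = inhibition above the mean of all tested compounds plus 3 SD, cut at about 24% in these data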;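 note: 0% = enzyme with DMSO and 100% = wells lacking PAFAH1B2; many of its hits are not listed in these tables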
PAFAH2 FP inh: PAFAH2 (human) inhibition. Q99487. inhibition, % at 3.39 µM. 0.99% of 340,000 active. recombinant PAFAH2, FP-rhodamine activity probe, fluorescence polarization;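 active = inhibition above the mean over all tested compounds plus 3 SD, cut at about 30% in these data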;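 note: inhibitors block probe labeling of enzyme so polarization drops; 0% = enzyme with DMSO and 100% = wells lacking PAFAH2 protein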
EBNA-1 inhibitor: blocks EBNA-1 binding to DNA | EBNA-1 DNA binding, fluorescence polarization | inhibition, % at 14.8 µM | 0.34% of 300,000 active | AID 1950; in the data active = inhibition above about 28%
LYPLA1 counter: blocks human lysophospholipase 1, a PME1 counter-screen; recombinant LYPLA1, FP-Rh probe fluorescence polarization; AID 2174; 0.16% of 320,000 active; inhibition, % at 5.9 µM;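 active = inhibition above the mean of all tested compounds plus 3 SD, set per campaign, cut at about 14% in these data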;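 note: inhibitors block serine hydrolase probe labeling of LYPLA1 so polarization falls; 0% = enzyme with DMSO and 100% = wells lacking LYPLA1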
ZTA counter: counter-screen for EBNA-1 inhibitors: inhibitors of Epstein-Barr virus ZTA. P03206. ZTA-DNA binding, fluorescence polarization. inhibition, % at 11 µM. 0.15% of 320,000 active; in the data active = inhibition above about 33%
Target sequence (P03206 whole entry, looked up): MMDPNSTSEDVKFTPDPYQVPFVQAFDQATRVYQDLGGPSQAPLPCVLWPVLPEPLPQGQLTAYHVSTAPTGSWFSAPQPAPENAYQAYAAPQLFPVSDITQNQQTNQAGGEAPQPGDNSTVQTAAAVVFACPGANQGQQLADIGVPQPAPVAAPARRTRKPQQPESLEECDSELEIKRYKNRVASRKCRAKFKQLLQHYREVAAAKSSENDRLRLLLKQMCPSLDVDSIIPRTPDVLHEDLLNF
PAFAH1B3 inh: inhibitors of human PAFAH1B3; Q15102; inhibition, % at 3.39 µM; 0.28% of 340,000 active; AID 492972; recombinant PAFAH1B3, FP-rhodamine probe, fluorescence polarization;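 active = inhibition above the screen-wide average of all tested compounds plus 3 SD, cut at about 25% in these data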;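 note: 0% = enzyme with DMSO only and 100% = wells lacking PAFAH1B3 protein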
LYPLA2 inh: LYPLA2 (human) inhibition in PME1 counter-screen | recombinant LYPLA2, FP-Rh probe fluorescence polarization | inhibition, % at 5.9 µM | AID 2177 | 0.38% of 320,000 active;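 active = inhibition above the screen-wide mean plus 3 SD, limit set per campaign, cut at about 26% in these data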;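 note: 0% = LYPLA2 with DMSO and 100% = wells lacking LYPLA2 enzyme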
PREPL inhibitor: inhibits the human prolyl oligopeptidase-like enzyme; AID 2751; recombinant PREPL, fluorescence polarization activity-based probe; 0.68% of 320,000 active; Q4J6C6; inhibition, % at 5.96 µM; in the data active = inhibition above about 43%;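 note: 0% = enzyme with DMSO and 100% = wells lacking enzyme; many of its hits are not listed in these tables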
Target sequence (Q4J6C6 whole entry, looked up): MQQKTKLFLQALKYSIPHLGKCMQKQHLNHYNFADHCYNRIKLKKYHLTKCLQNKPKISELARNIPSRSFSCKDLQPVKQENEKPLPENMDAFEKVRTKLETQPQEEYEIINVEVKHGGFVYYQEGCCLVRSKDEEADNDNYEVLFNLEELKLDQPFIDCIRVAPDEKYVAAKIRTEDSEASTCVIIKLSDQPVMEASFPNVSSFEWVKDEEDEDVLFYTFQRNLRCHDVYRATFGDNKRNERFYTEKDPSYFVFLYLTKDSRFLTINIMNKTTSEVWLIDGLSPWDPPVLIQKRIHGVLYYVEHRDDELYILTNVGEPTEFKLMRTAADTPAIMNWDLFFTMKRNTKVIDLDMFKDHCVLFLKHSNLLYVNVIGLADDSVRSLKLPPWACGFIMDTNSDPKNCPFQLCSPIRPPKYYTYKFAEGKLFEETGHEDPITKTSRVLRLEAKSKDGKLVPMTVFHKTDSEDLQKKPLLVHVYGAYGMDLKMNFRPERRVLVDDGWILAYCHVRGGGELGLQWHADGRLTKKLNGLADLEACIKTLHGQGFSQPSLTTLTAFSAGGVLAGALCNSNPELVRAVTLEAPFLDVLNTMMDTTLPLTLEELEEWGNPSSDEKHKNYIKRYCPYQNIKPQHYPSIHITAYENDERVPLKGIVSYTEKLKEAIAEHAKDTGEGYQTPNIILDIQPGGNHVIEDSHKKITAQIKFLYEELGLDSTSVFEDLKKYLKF
Starred values were filed as active, the others as inactive; · = no result given. A portion of the library, so the mix of outcomes need not match the whole.

item	Molecule	pPAFAH FP inh	PAFAH1B2 FP inh	PAFAH2 FP inh	EBNA-1 inhibitor	LYPLA1 counter	ZTA counter	PAFAH1B3 inh	LYPLA2 inh	PREPL inhibitor
1	Cc1ccc(NC(=O)CSc2nc(C)c(C)c(C)n2)c([N+](=O)[O-])c1	6.1	-3.1	4.5	5.8	-2.8	10.2	7.5	-0.7	4.3
2	COC(=O)c1ccc(C2/C(=C(\O)c3ccc4c(c3)OCCO4)C(=O)C(=O)N2c2nnc(C)s2)cc1 (stereo not given)	-1.0	4.5	3.4	-1.4	2.2	12.0	10.7	5.8	-0.5
3	CCC(C)NCC(=O)Nc1ccc([N+](=O)[O-])cc1C(=O)Nc1ccccc1F (stereo not given)	2.4	0.1	4.0	-1.2	-3.2	-7.2	6.2	2.3	16.3
4	O=C(Nc1nc2ccsc2c(=O)s1)c1ccc(F)cc1Cl	-2.0	-0.8	-14.2	-19.4	-2.6	-12.8	-3.9	1.0	9.0
5	O=C(NCCCCc1ccccc1)Nc1cccc(F)c1	-4.8	9.9	0.1	1.2	-6.2	-7.2	8.1	-4.1	-22.1
6	O=c1c2[nH]c3ccc(F)cc3c2ncn1CCN1CCOCC1	7.0	3.2	0.4	9.3	3.1	-0.1	6.5	0.2	8.0
7	Cc1cc2c(cc1S(=O)(=O)Nc1ccc(OC(F)(F)F)cc1)OCC(=O)N2	34.1*	13.5	1.8	-6.9	4.4	9.0	7.8	-9.4	0.7
8	C=C1CCC2C(C)(C)[C@H](O)CC[C@@]2(C)[C@@H]1COc1cc(=O)oc2ccccc12 (stereo not given in full)	5.1	-0.8	9.1	2.6	-8.6	1.6	-9.8	-6.4	-43.9
9	CC(NCc1ccc(F)cc1)C(=O)Nc1cc(S(=O)(=O)N2CCCCC2)ccc1Cl (stereo not given)	5.3	2.1	-2.7	-0.2	-2.1	4.2	4.8	-1.5	7.7
10	N#Cc1cn(OCc2ccccc2)c(=O)[nH]c1=O	-3.3	5.5	3.0	-11.8	-0.6	-8.2	-0.8	7.2	1.4
11	O=C(CCCN1C(=O)C2CC=CCC2C1=O)Nc1ccccc1Cl (stereo not given)	-1.1	4.4	2.9	-3.4	0.6	-3.4	6.4	-2.3	0.8
12	N#CC[n+]1cc(-c2ccc(Cl)cc2)n2c1CCC2	-1.4	-2.2	-5.5	-2.2	-2.3	7.1	-9.1	1.4	11.2
13	COc1ccc(Cc2nnc(NC(=O)C3CCCO3)s2)cc1OC (stereo not given)	-8.5	-5.9	5.3	-3.8	-4.2	-6.0	-2.9	-3.8	7.0
14	Nc1ccc(S(=O)(=O)Nc2nccc(/C=C/c3ccc(Cl)cc3Cl)n2)cc1	-22.2	-14.1	-47.5	22.0	-25.8	22.4	-26.7	-62.3	-13.6
15	Cc1cc(C(=O)C(C)Cl)c(C)n1Cc1ccco1 (stereo not given)	6.5	2.9	12.7	4.2	-0.7	9.0	13.6	5.3	-7.2
16	CCCN1CCN(C(=O)CN2C(=O)CC(C)(C)S(=O)(=O)c3ccccc32)CC1	4.4	0.0	8.3	-4.6	1.9	4.8	-5.3	6.8	14.0
17	COc1ccc(-c2csc(NC3OC(=O)c4c3ccc(OC)c4OC)n2)cc1OC (stereo not given)	-3.3	6.0	1.1	-4.9	0.6	5.8	-0.5	-1.4	9.6
18	O=C(COc1ccc(Cl)cc1Br)NCC(c1ccco1)N1CCCC1 (stereo not given)	0.4	6.9	9.5	·	-3.5	-14.9	6.7	7.6	17.8
19	NC(CSC12CC3CC(CC(C3)C1)C2)C(=O)O (stereo not given)	3.2	12.2	3.6	9.8	-0.5	15.2	12.1	-2.8	0.8
20	CCN(CC)C(=O)c1cc2c(=O)n3ccccc3nc2s1	3.5	2.6	-5.1	7.6	1.1	-2.9	7.9	6.7	2.6
21	COc1ccc(-c2nn(-c3ccccc3)cc2/C=N/Nc2ccc3ccccc3n2)cc1OC	7.0	2.8	9.8	0.1	-5.9	19.2	16.1	-10.4	27.0
22	Cn1c(SCC(=O)NNC(=O)c2ccccc2)nnc1C1CC1	3.9	6.6	8.3	8.4	-4.6	9.2	1.9	-1.7	-3.4
23	CCN(CC)S(=O)(=O)c1cccc(-c2n[nH]c(=S)n2/N=C/c2ccc(OC)cc2)c1	7.3	2.3	5.6	-0.5	1.1	-5.5	15.2	7.2	2.1
24	Cn1nc(-c2ccc(OCC(=O)Nc3ccccc3)cc2)c2ccccc2c1=O	-3.7	1.5	1.8	6.2	-1.5	5.8	7.3	7.3	-22.5
25	O=C(N/C(=C\c1cccc([N+](=O)[O-])c1)C(=O)N(CCO)CCO)c1ccco1	-0.7	6.5	-5.0	-16.6	-1.7	2.3	4.5	-2.5	-5.3
26	C=CCn1c(SCc2ccccc2C#N)nnc1-c1ccccc1O	2.2	-1.0	-1.9	2.3	-3.4	-9.5	-0.7	4.5	-9.5
27	C=CCn1c(-c2ccc3ncccc3c2)n[nH]c1=S	-1.1	-3.2	-0.5	-13.8	2.6	-32.5	3.9	4.0	12.7
28	Cc1cc(C)c(NC(=O)NC2CCCCC2)c(C)c1	2.3	1.2	3.8	-0.2	-0.5	-10.9	6.8	0.4	3.5
29	O=C1CC(N2CCN(S(=O)(=O)c3ccccc3F)CC2)C(=O)N1c1ccc(F)cc1F (stereo not given)	1.9	9.4	4.7	·	·	·	5.2	·	9.6
30	O=C(c1ccc(Cl)c(S(=O)(=O)NCc2ccco2)c1)N1CCN(c2ccc(F)cc2)CC1	4.2	6.0	-0.2	1.9	-1.6	-7.1	7.5	2.1	24.1

Next part
item	Molecule	pPAFAH FP inh	PAFAH1B2 FP inh	PAFAH2 FP inh	EBNA-1 inhibitor	LYPLA1 counter	ZTA counter	PAFAH1B3 inh	LYPLA2 inh	PREPL inhibitor
31	Cn1c2ccccc2n2c(=O)c(=O)n(CC(=O)c3ccc(Cl)cc3)nc12	0.2	1.5	6.1	-3.0	0.6	4.2	0.8	12.7	6.3
32	CC[n+]1cc(C)ccc1/C=C/c1ccc(N(C)C)cc1	-5.8	3.0	-5.8	-8.0	-14.7	-0.9	-7.0	-24.4	5.2
33	O=c1c(-c2ccc(Cl)cc2)[n+]([O-])c2ccccc2n1OCc1ccccn1	-1.6	1.6	-2.9	-16.4	-0.3	-5.8	1.4	3.0	12.6
34	COc1c2ccoc2cc2oc(=O)ccc12	3.0	4.2	3.7	·	·	·	-4.0	·	-2.1
35	CCOC(=O)N1CCN(S(=O)(=O)c2ccc(C(=O)NNc3nc4ccc(Cl)cc4s3)cc2)CC1	38.5*	0.0	9.9	8.8	-5.2	0.2	1.3	-10.2	3.3
36	CCCCC(=O)N(Cc1ccc2c(c1)OCO2)Cc1nc2ccccc2c(=O)[nH]1	0.8	6.8	6.8	-1.6	-0.3	-6.5	-3.9	3.0	3.3
37	O=C(NC1CC(=O)N(c2ccc(F)cc2)C1)C(=O)c1c[nH]c2ccccc12 (stereo not given)	-1.2	7.7	-4.1	8.4	2.7	-2.3	3.1	4.8	10.3
38	O=C(Cn1nc(Cl)nc1Cl)c1ccccc1	-2.7	3.1	-8.4	-10.5	-0.5	4.4	5.0	-7.4	1.2
39	COC(=O)C1=C(C)NC2=C(C(=O)CCC2)C1c1coc2ccccc2c1=O (stereo not given)	-4.0	0.0	3.2	-7.7	-2.0	-7.3	10.8	-0.5	-14.4
40	CCOC(=O)N1CCN(C(=S)NC(=O)c2cc(Br)ccc2Cl)CC1	-2.5	-0.1	6.2	-5.6	-2.2	7.0	0.6	0.8	-4.9
41	Cc1ccc2nc(/C=C/c3cccc(F)c3)ccc2c1	2.9	-2.4	-3.6	-1.4	1.4	6.2	6.1	4.5	-5.7
42	CCn1cc(C=O)c2cc(S(=O)(=O)N3CCOCC3)ccc21	1.4	-1.2	-1.4	2.0	-0.9	-6.6	11.7	-7.0	11.0
43	CC1CCCN(C(=O)CCNS(=O)(=O)c2ccc3c(c2)c(=O)n(C)c(=O)n3C)C1 (stereo not given)	-5.6	3.2	7.1	-16.5	-0.4	15.5	2.8	10.1	5.5
44	COc1cc(NC(=O)c2ccc(N3CCCC3=O)cc2)cc(OC)c1	-3.6	3.2	-0.3	·	·	·	6.7	·	10.4
45	Cc1onc(-c2ccccc2Cl)c1NC(=O)NCc1cccs1	2.7	3.0	-1.9	-4.5	3.5	4.7	4.0	7.8	1.8
46	O=C(NCc1ccccc1)C(=O)c1cn(CC(=O)N2CCOCC2)c2ccccc12	-2.8	6.3	9.1	-12.9	-1.4	8.4	4.5	-2.6	2.9
47	FC(F)(F)c1cccc(NC(=S)NC(c2ccccc2)c2ccccc2)c1	-32.8	-19.7	-36.0	-3.5	-38.0	-0.4	-27.0	-66.9	-1.9
48	COCCNc1c2c(nc3ccccc13)CCC2	7.6	2.7	3.1	-1.8	3.4	10.3	0.6	4.0	8.9
49	Cn1nnnc1SCC1=C(C(=O)O)N2C(=O)C(NC(=O)Cn3nc(C(F)F)cc3C3CC3)C2SC1 (stereo not given)	1.9	4.4	-1.1	24.9	0.8	-12.6	11.2	0.5	10.3
50	COc1cccc(C(c2c(N)n(C)c(=O)n(C)c2=O)C(C)[N+](=O)[O-])c1 (stereo not given)	3.3	5.3	-9.7	-0.3	0.8	-5.9	5.7	3.2	-8.4
51	O=C(Nc1cccc(C(F)(F)F)c1)C(Sc1n[nH]c(=O)[nH]c1=O)c1ccccc1 (stereo not given)	-2.3	2.9	0.9	-0.7	-5.7	4.6	3.9	-3.0	-11.6
52	COc1ccc(/C=C/C(=O)Nc2ccc(C)cc2)cc1S(=O)(=O)N1CCOCC1	-4.1	1.0	-2.5	-1.2	1.5	-8.4	6.4	5.3	3.3
53	COc1ccc(CNC(=O)CN(C(=O)CCC(=O)Nc2ccccn2)c2cc(C)ccc2C)cc1	5.1	-1.0	-1.8	-11.5	0.7	-6.7	0.6	3.0	-2.8
54	Cc1ccc(CCNC(=O)C2CCN(S(=O)(=O)c3c(C)nn(C)c3C)CC2)cc1	7.9	10.2	5.1	8.1	2.4	-1.1	0.3	4.9	1.5
55	Cc1cc(C)nc(N/N=C/c2ccccc2OCc2ccc([N+](=O)[O-])cc2)n1	2.7	-0.4	-3.5	4.4	1.6	3.9	0.4	11.7	4.2
56	COc1ccc(Oc2c(Cl)cnn(-c3ccc(Cl)c(Cl)c3)c2=O)cc1	-5.8	-1.4	-0.8	0.8	-0.7	-12.2	2.9	-8.2	-80.6
57	COc1ccc(-c2nc(-c3ccc(NC(=O)c4ccncc4)cc3)no2)cc1OC	-5.3	0.8	-18.7	0.6	-2.6	-15.4	-2.6	-6.9	7.5
58	Cc1ccnc2nc(C(=O)OCC(=O)NC3CCC(C)CC3)nn12 (stereo not given)	-4.2	1.7	-1.1	·	2.1	23.5	-2.8	1.7	1.3

Reformatted with two lines to a compound: entries from further up.
Values run as follows: pPAFAH FP inh	PAFAH1B2 FP inh	PAFAH2 FP inh	EBNA-1 inhibitor	LYPLA1 counter	ZTA counter	PAFAH1B3 inh	LYPLA2 inh	PREPL inhibitor
30	O=C(c1ccc(Cl)c(S(=O)(=O)NCc2ccco2)c1)N1CCN(c2ccc(F)cc2)CC1
→ 4.2	6.0	-0.2	1.9	-1.6	-7.1	7.5	2.1	24.1
31	Cn1c2ccccc2n2c(=O)c(=O)n(CC(=O)c3ccc(Cl)cc3)nc12
→ 0.2	1.5	6.1	-3.0	0.6	4.2	0.8	12.7	6.3
32	CC[n+]1cc(C)ccc1/C=C/c1ccc(N(C)C)cc1
→ -5.8	3.0	-5.8	-8.0	-14.7	-0.9	-7.0	-24.4	5.2
33	O=c1c(-c2ccc(Cl)cc2)[n+]([O-])c2ccccc2n1OCc1ccccn1
→ -1.6	1.6	-2.9	-16.4	-0.3	-5.8	1.4	3.0	12.6
